High-throughput results deposited in PubChem BioAssay by several laboratories.
HPDE-C7K KRASV12: cytotoxicity in KRAS-transformed pancreatic duct cells, primary screen, cell-based, fluorescence, HTS (AID 431). HPDE-C7K KRASV12 cells, Alamar Blue viability, 48 h; higher % means a stronger effect. cytotoxicity, % at 10 µM; hits with a dose series show EC50 in µM. 63,000 tested, 1.7% active;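 active = compounds whose percent cytotoxicity in the single-dose primary screen, scaled between solvent and toxic-drug controls, exceeds 50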;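 also: 0% = DMSO solvent wells and 100% = doxorubicin-treated wells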
HPDE-C7 viability: cytotoxicity in HPDE-C7 cells, cell-based, fluorescence, HTS (AID 430) | one-dose cytotoxicity, % at 10 µM; EC50 in µM for titrated hits | HPDE-C7 pancreatic duct cells viability, fluorescence; higher % means a stronger effect | 63,000 tested, 1.8% active;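 also: cells exposed to compound for 48 hours before viability readout; 0% = vehicle and 100% = reference cytotoxic drug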
TNAP inhibition: human TNAP enzyme inhibitors, biochemical, luminescent (AID 518). 64,000 tested, 0.09% active. purified TNAP enzyme, luminescent substrate readout; higher % means a stronger effect. Alkaline phosphatase, tissue-nonspecific isozyme (Homo sapiens). inhibition, % at 20 µM, or IC50 in µM where a hit was titrated; in the data active = a potency from the dose series; inactive = the rest, 99 in 100 with inhibition below about 22%;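 also: plate controls were vehicle for no effect and reference inhibitor for full effect; many of its hits are not listed in these tables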
HT1080 cytotoxicity: cytotoxicity in HT1080 fibrosarcoma cells, cell-based, fluorescence readout (AID 620) | cytotoxicity, % at 10 µM, or EC50 in µM where a hit was titrated | 87,000 tested, 0.42% active | HT1080 viability, fluorescence; higher % means a stronger effect;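 also: cells exposed to compound overnight then 4 h with Alamar Blue; 0% = vehicle DMSO and 100% = killing control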
DPM-DC inhibit: S. pneumoniae DPM-DC inhibitors, primary screen, biochemical, PK/LDH-coupled NADH fluorescence. 65,000 tested, 0.49% active. AID 556, 2006. calls only at 10 µM. purified DPM-DC. diphosphomevalonate decarboxylase (Streptococcus pneumoniae D39);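 active = the 320 compounds with the highest percent inhibition in the single-dose primary screen, excluding strongly autofluorescent ones, cut at about 32% in these data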;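 also: kinetic rate of NADH fluorescence loss reporting ADP formed by the decarboxylase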
LYP inhibition: LYP phosphatase inhibitors, primary screen, biochemical, DiFMUP fluorescence, recombinant catalytic domain, 10 µM (AID 606). Tyrosine-protein phosphatase non-receptor type 22 (Homo sapiens). recombinant LYP catalytic domain, DiFMUP fluorescence; higher % means a stronger effect. inhibition, % at 10 µM; hits with a dose series show IC50 in µM. 52,000 tested, under 10 active;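 active = IC50 under 40 µM in the dose-response test; inactive = IC50 of 40 µM or more, or never dose-tested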
Bfl-1 inhibitors: Bfl-1 inhibitors, primary screen, biochemical, fluorescence polarization, FITC-Bid, mouse (AID 432). 64,000 tested, 0.02% active. displacement, % at 20 µM; hits with a dose series show IC50 in µM. FITC-Bid BH3 peptide fluorescence polarization displacement; higher % means a stronger effect; in the data active = a potency from the dose series; inactive = the rest, 99 in 100 with displacement below about 15%; also: strong numbers were not always called active
Spn MK inh: S. pneumoniae MK inhibitors, primary screen, biochemical, PK/LDH-coupled NADH absorbance. purified MK, PK/LDH-coupled NADH absorbance 340 nm. inhibition, % at 10 µM. 65,000 tested, 0.48% active;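 active = ranked among the strongest by inhibition in the single 10 µM screen, a fixed top-ranked set picked for dose follow-up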; also: no value below 0 was filed
PMK inhibit: S. pneumoniae PMK inhibitors, primary screen, biochemical, mevalonate pathway, pilot trial included; phosphomevalonate kinase (Streptococcus pneumoniae D39); 65,000 tested, 0.49% active; inhibition, % at 10 µM; purified PMK, PK/LDH-coupled NADH absorbance 340 nm; AID 539, 2006;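 active = top-ranked compounds by inhibition in the single 10 µM screen, taking a fixed number of the strongest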;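 also: 0% = full reaction with DMSO carrier and 100% = background rate without enzyme reaction; no value below 0 was filed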
PMK inhibit pilot replicates: second read-out of PMK inhibit, no call of its own (marks repeat the call); inhibition, %; measured here: pilot screen replicates
Spn MK inh pilot replicates: also measured in Spn MK inh; calls as there; inhibition, %; measured here: pilot screen replicates
DPM-DC inhibit pilot screen %: further read-out of DPM-DC inhibit, marked with its call; inhibition, %; measured here: pilot screen trials
An asterisk follows results filed as active; i = inactive; / = not tested or not shown. Rule as the data show it, unless noted: active = cytotoxicity above about 50%; inactive = the rest.

SMILES	HPDE-C7K KRASV12	HPDE-C7 viability	TNAP inhibition	HT1080 cytotoxicity	DPM-DC inhibit	LYP inhibition	Bfl-1 inhibitors	Spn MK inh	PMK inhibit	others
CCOC(=O)CSc1nnc(-c2ccco2)n1C	-3%	-7%	10%	1%	i	-12%	1%	10	15
O=C(c1ccco1)N1CCN(C2CC(=O)N(c3ccc4c(c3)OCO4)C2=O)CC1 (stereo not given)	-12%	-11%	8%	2%	i	10%	1%	0	3
CC1(C)CC(=O)C(C#N)=C(NCCCO)C1	0%	-5%	3%	0%	i	10%	6%	2	3	PMK inhibit pilot replicates=6.0;Spn MK inh pilot replicates=5.5;DPM-DC inhibit pilot screen %=4.5
NC(=O)NC(=O)Nc1ccccc1Cl	-8%	-4%	4%	-14%	i	-7%	-8%	4	18
O=C(CN1C(=O)c2cccc3cccc1c23)Nc1ccc(S(=O)(=O)N2CCOCC2)cc1	/	/	/	-5%	i	16%	/	5	8
N#Cc1nc(-c2cccs2)oc1NCC1CCCO1 (stereo not given)	-8%	-2%	9%	38%	/	12%	-6%	2	0
O=C(CN1CCCCC1)Nc1cc(Cl)ccc1Cl	-11%	-6%	9%	-6%	i	1%	-3%	0	8
COc1ccccc1NC(=O)CN1C(=O)C2(OCCCO2)c2ccccc21	-17%	-17%	1%	2%	i	10%	6%	0	15
COc1ccc(-c2noc(CCC(=O)Nc3cccc(C)c3)n2)cc1	5%	1%	8%	-4%	i	/	-7%	8	11
Cc1ccc(-c2noc(CCC(=O)NCCc3ccccc3Cl)n2)cc1	-13%	-13%	11%	6%	i	5%	-2%	4	18	PMK inhibit pilot replicates=8.0;Spn MK inh pilot replicates=0.0;DPM-DC inhibit pilot screen %=0.0
CC1CCCCN1C(=O)CSc1nc2ccccc2n1CC(=O)N1CCc2ccccc21 (stereo not given)	-1%	-1%	9%	3%	i	10%	0%	0	17
CCOc1cc2[nH]c(=O)n(CCCCC(=O)NCc3ccco3)c(=O)c2cc1OCC	7%	-1%	19%	-9%	i	5%	-5%	5	5	PMK inhibit pilot replicates=7.0;Spn MK inh pilot replicates=3.5;DPM-DC inhibit pilot screen %=8.5
CC(=O)Nc1cccc(Cn2cccn2)c1	-7%	-16%	-2%	-3%	i	-2%	1%	7	9
O=C1CCCN1c1ccc(S(=O)(=O)NCc2ccco2)cc1	19%	0%	10%	3%	i	/	-4%	4	4
O=C(O)[C@H](Cc1ccccc1)NC(=O)N1CCOCC1	/	/	6%	17%	i	/	0%	8	4
CCOC(=O)Cc1nnc(NC(=O)C(CC)Sc2nncn2C)s1 (stereo not given)	10%	6%	6%	-8%	i	6%	5%	5	2
CC(CN1CCN(C)CC1)OC(=O)c1ccccc1Cl (stereo not given)	6%	-6%	5%	1%	i	12%	-2%	11	0
CCOC(=O)C1CCN(S(=O)(=O)c2ccc(NC(=O)OC)cc2)CC1	-1%	-8%	9%	-2%	i	/	-4%	9	7
O=C(CN(C1CCCCC1)S(=O)(=O)c1ccc(F)cc1)NCc1ccncc1	12%	3%	14%	-4%	i	16%	-8%	7	0
O=C(NCc1ccccc1)c1cnc2n(c1=O)CCS2	4%	-2%	14%	4%	i	/	6%	3	2
CC1CCCCC1NS(=O)(=O)c1ccc(S(=O)(=O)NCc2ccncc2)cc1 (stereo not given)	-11%	-18%	16%	-11%	i	/	0%	13	16
CCC(C)Sc1nc2c(c(=O)[nH]c(=O)n2C)n1CCc1ccccc1 (stereo not given)	/	/	/	4%	i	4%	/	4	10
O=S(=O)(c1ccc(S(=O)(=O)N2CCN(C/C=C/c3ccccc3)CC2)cc1)N1CCCC1	4%	1%	4%	-2%	i	/	-5%	0	0
COc1ccccc1NC(=O)N(Cc1ccco1)Cc1cc2c(C)ccc(C)c2[nH]c1=O	33%	22%	14%	4%	i	5%	0%	13	15	PMK inhibit pilot replicates=0.0;Spn MK inh pilot replicates=0.0;DPM-DC inhibit pilot screen %=7.5
COCCN(CC(=O)NCc1ccc(F)cc1)C(=O)CCC(=O)Nc1nccs1	-6%	3%	9%	3%	i	/	-5%	1	19
More structures follow:
SMILES	HPDE-C7K KRASV12	HPDE-C7 viability	TNAP inhibition	HT1080 cytotoxicity	DPM-DC inhibit	LYP inhibition	Bfl-1 inhibitors	Spn MK inh	PMK inhibit	others
O=C1CC(N2CCN(C3CCc4ccccc4C3)CC2)C(=O)N1c1ccccc1 (stereo not given)	6%	-7%	9%	2%	i	7%	-3%	8	0	PMK inhibit pilot replicates=3.0;Spn MK inh pilot replicates=1.0;DPM-DC inhibit pilot screen %=0.5
Cc1ccc(C)c(S(=O)(=O)NCCOC(=O)Nc2sc(=S)n(C)c2C)c1	28%	17%	18%	/	i	16%	4%	12	0
Cc1cccc(C(=O)N2CCN(Cc3ccc4c(c3)OCO4)CC2)c1	0%	2%	6%	2%	i	3%	0%	2	0
C=CCn1c(SCC(=O)Nc2ccc3c(c2)OCCO3)nnc1-c1ccco1	-19%	-16%	4%	-3%	i	9%	-10%	0	5
O=C1CN(C(=O)CSc2nnnn2-c2ccc(Cl)cc2)c2ccccc2N1	-4%	-12%	0%	28%	i	/	1%	3	0
O=C(CN(CCCN1CCOCC1)C(=O)Cn1nnc(-c2ccc(F)cc2)n1)NC1CCCCC1	17%	-4%	3%	-5%	i	10%	-4%	10	8
COC(=O)C1=C(C(=O)c2ccc(C)cc2)C(c2ccc(OC)c(OC)c2)n2nnnc2N1 (stereo not given)	1%	-4%	3%	/	i	/	-4%	0	16
Cn1c(CN2CCOCC2)nnc1SCC(=O)Nc1ccc2c(c1)OCCO2	-4%	-6%	6%	1%	i	8%	4%	11	5
O=C(Cn1nc(-c2ccccc2)ccc1=O)NCC1COCCO1 (stereo not given)	-1%	1%	3%	2%	i	5%	1%	5	8
O=C(CN1CCC(n2nnc3cc(C(F)(F)F)ccc32)CC1)N1CCc2ccccc21	-4%	-4%	7%	0%	i	4%	-13%	10	12
O=S(=O)(c1ccc(N2CCCC2)cc1)C(F)(F)F	-17%	-6%	-8%	4%	i	/	0%	7	9
CCc1nn(CC(=O)NCCN2CCN(C)CC2)c(=O)c2cc3occc3n12	/	/	5%	-8%	i	8%	-7%	0	21
CC1CN(C(=O)c2cc3c(s2)CCC3)CC(C)O1 (stereo not given)	-15%	-18%	3%	6%	i	-7%	-3%	1	7
CC(C)Cc1cc(C(=O)NCCc2ccccc2)no1	-7%	-2%	2%	-1%	i	-1%	-2%	14	0
O=C(c1ccco1)N1CCN(Cc2nnnn2CCc2ccccc2)CC1	0%	4%	2%	-22%	i	/	3%	5	25
CC(C)(C)OC(=O)NCCCC(CCCNC(=O)OC(C)(C)C)C(=O)O	9%	2%	5%	1%	i	-6%	-4%	12	0
CC(C)CC(NC(=O)C1CCCCC1)C(=O)NCc1ccccn1 (stereo not given)	-11%	-1%	13%	8%	i	8%	-3%	4	0
Cn1cccc1C(=O)c1ccc(Cl)cc1Cl	-15%	-1%	7%	7%	i	10%	-8%	12	12
Cc1ccc2cc3cc(C(=O)NCCCN4CCc5ccccc5C4)oc3nc2c1	10%	14%	26%	7%	/	/	-2%	0	2
O=S(=O)(Cc1ccccc1)N1CCN(C2Cc3ccccc3C2)CC1	-1%	-8%	14%	/	i	/	-8%	7	0
O=C(CCCc1nc(-c2ccccc2Cl)no1)NC1CCCCC1	-13%	-14%	2%	-2%	i	0%	-4%	14	0
O=C(Cn1nnc(-c2cccc(C(F)(F)F)c2)n1)N1CCOCC1	-14%	2%	4%	1%	i	12%	-1%	13	6
CC(=O)c1c(OC(=O)c2ccco2)c2ccccc2n1C	-23%	-62%	11%	-15%	i	17%	4%	8	12	PMK inhibit pilot replicates=2.0;Spn MK inh pilot replicates=3.0;DPM-DC inhibit pilot screen %=1.0
CCCOc1cccc(C2/C(=C(/O)c3ccc(OC)cc3)C(=O)C(=O)N2CCN(C)C)c1 (stereo not given)	-40%	-21%	1%	3%	i	6%	-3%	9	8
Cc1nc(SCC(=O)c2ccc(F)cc2)n[nH]1	-8%	9%	-3%	-6%	i	5%	-4%	3	0
(continued)
SMILES	HPDE-C7K KRASV12	HPDE-C7 viability	TNAP inhibition	HT1080 cytotoxicity	DPM-DC inhibit	LYP inhibition	Bfl-1 inhibitors	Spn MK inh	PMK inhibit	others
O=c1[nH]cnc2c1N1CCC2CC1	4%	-5%	5%	8%	i	7%	-4%	0	5
COC(=O)C(c1cc(OC)c(O)c(OC)c1)(N1CCNC(C)C1)C(F)(F)F (stereo not given)	-5%	-5%	14%	-4%	i	6%	-9%	3	14
Cc1nnc(SCC(=O)Nc2nsc(-c3ccccc3)n2)s1	11%	-3%	11%	-1%	i	13%	1%	14	38*
O=C(Nc1ccc(Cl)cc1)c1cc2nc(-c3ccco3)cc(C(F)(F)F)n2n1	69%*	66%*	3%	1%	i	12%	-10%	8	5
COc1ccc(N(CC(=O)O)S(C)(=O)=O)cc1OC	-12%	-13%	-4%	6%	i	0%	-1%	3	2
Cc1nn(C)c(C)c1NC(=O)c1ccnn1C	-4%	2%	7%	-17%	i	18%	3%	10	7
O=C(c1cc2nc(-c3ccco3)cc(C(F)(F)F)n2n1)N1CCN(c2ccccn2)CC1	23%	20%	12%	2%	i	6%	3%	10	0	PMK inhibit pilot replicates=0.0;Spn MK inh pilot replicates=0.0;DPM-DC inhibit pilot screen %=4.5
O=C(CSc1nnc(Cc2ccccc2)n1-c1ccc(F)cc1)N1CCOCC1	-11%	-11%	14%	1%	i	4%	3%	3	4
O=C(NCC(=O)N1CCCC1)c1cccs1	5%	-6%	3%	-3%	i	/	-6%	0	14
CC(C)C(=O)Nc1c2c(nc3ccccc13)N(C)CC2	-4%	0%	3%	0%	/	/	-2%	7	8
CCOC(=O)c1ccc(COC(=O)c2ccc(-c3nnc(-c4ccccc4)o3)cc2)o1	16%	22%	2%	2%	i	-1%	-10%	14	8
Cc1ccccc1S(=O)(=O)Cc1ccc(C(=O)N2CCN(c3ncccn3)CC2)o1	-22%	-19%	1%	3%	i	8%	-14%	0	14
O=C(O)CCNS(=O)(=O)c1ccccc1	-16%	-17%	9%	12%	i	4%	3%	1	7
O=C(C1CC1)N1CCc2cc(Br)cc(S(=O)(=O)NCc3ccco3)c21	9%	10%	26%	37%	i	/	-11%	0	0
CCOC(=O)CSc1n[nH]c(-c2cccnc2)n1	-6%	0%	20%	0%	i	-1%	-1%	0	25*

Reprinted at random: three entries already listed.
SMILES	HPDE-C7K KRASV12	HPDE-C7 viability	TNAP inhibition	HT1080 cytotoxicity	DPM-DC inhibit	LYP inhibition	Bfl-1 inhibitors	Spn MK inh	PMK inhibit	others
O=C(c1ccco1)N1CCN(Cc2nnnn2CCc2ccccc2)CC1	0%	4%	2%	-22%	i	/	3%	5	25
COCCN(CC(=O)NCc1ccc(F)cc1)C(=O)CCC(=O)Nc1nccs1	-6%	3%	9%	3%	i	/	-5%	1	19
Cn1c(CN2CCOCC2)nnc1SCC(=O)Nc1ccc2c(c1)OCCO2	-4%	-6%	6%	1%	i	8%	4%	11	5
